CHT inh: inhibitors of human choline transporter CHT; AID 488975, 2010; hit rate 0.86% among 310,000; B-score at 10 µM; CHT-expressing cells, membrane potential dye, choline response; hits give low values;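 active = B-score over 3 SD under the library average, and starting fluorescence ratio not unusually high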;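 also: choline stimulus applied at its EC90 after an EC20 pre-addition; B-score computed on integrated fluorescence ratio after choline addition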
Target sequence (Q9GZV3 whole entry, looked up): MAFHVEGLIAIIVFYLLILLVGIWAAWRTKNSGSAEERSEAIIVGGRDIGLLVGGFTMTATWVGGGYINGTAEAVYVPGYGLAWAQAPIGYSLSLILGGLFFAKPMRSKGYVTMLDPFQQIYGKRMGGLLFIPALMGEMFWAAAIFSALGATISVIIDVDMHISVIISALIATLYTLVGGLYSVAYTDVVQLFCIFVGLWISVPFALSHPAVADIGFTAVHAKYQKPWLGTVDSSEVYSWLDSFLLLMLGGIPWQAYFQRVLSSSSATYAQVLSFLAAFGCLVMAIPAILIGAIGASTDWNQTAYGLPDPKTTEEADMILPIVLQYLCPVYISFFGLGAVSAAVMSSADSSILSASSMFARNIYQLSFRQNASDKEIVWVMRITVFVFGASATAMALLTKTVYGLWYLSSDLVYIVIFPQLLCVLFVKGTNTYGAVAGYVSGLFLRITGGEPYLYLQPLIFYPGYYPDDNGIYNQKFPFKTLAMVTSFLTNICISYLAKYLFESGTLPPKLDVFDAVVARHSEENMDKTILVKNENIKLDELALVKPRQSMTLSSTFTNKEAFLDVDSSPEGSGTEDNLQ
CHT allo act: CHT positive allosteric modulators, primary screen, cell-based, membrane potential dye, choline EC20; High affinity choline transporter 1 (Homo sapiens), Q9GZV3; CHT-expressing cells; hits give high values; LV-AA mutant CHT in HEK293 cells; B-score at 10 µM; hit rate 0.49% among 310,000; AID 488977, 2010;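 active = initial fluorescence not abnormally high and integrated response B-score, plate-corrected, over 3 SD above library mean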
Calls only; i = inactive. Hits appear at their usual frequency; about 1.4% have a hit in one of these screens.

Values in the order – CHT allo act	CHT inh
- COCCNC(=S)N/N=C(\C)CCc1ccc2c(c1)OCO2
→ i	i
- O=C(COc1ccc2c(c1)OCO2)Nc1ccc(Cl)cn1
→ i	i
- COc1cccc(C(=O)NCc2n[nH]c(=S)n2-c2cccc(C)c2)c1
→ i	i
- COC(=O)/C=C1\SC(=NC(=O)c2ccc(OC)cc2)NC1=O
→ i	i
- O=C(NCCCn1ccnc1)c1cc(S(=O)(=O)N2CCOCC2)ccc1F
→ i	i
- COc1cccc(C(C)NC(=O)Nc2cccc(C(F)(F)F)c2)c1 (stereo not given)
→ i	i
- c1ccc(OCCOCCN2CCOCC2)cc1
→ i	i
- COc1ccccc1CNC(=O)CCn1c(=O)sc2ccccc21
→ i	i
- O=C1c2cccc3c2[C@H](CCC3)CN1[C@@H]1CN2CCC1CC2
→ i	i
- Cc1cc(C(F)F)n2ncc(C(=O)NCc3ccccc3)c2n1
→ i	i
- Cc1ccc(C)c(OCC(=O)Nc2c[nH]c(=O)[nH]c2=O)c1
→ i	i
- Nc1nnc(CC(=O)N/N=C/c2ccc(-c3cccc(C(=O)O)c3)o2)s1
→ i	i
- C=CCn1c(C(CC(C)C)CC(C)O)n[nH]c1=S (stereo not given)
→ i	i
- CCC(C)(C)c1ccc(OCCCC[n+]2cccc(C)c2C)c(C(C)(C)CC)c1
→ i	i
- Cc1cc(/C=C(\C#N)C(=O)NCc2ccccc2)cc(C)c1O
→ i	i
- COc1cccc(NC(=O)c2cccnc2)c1
→ i	i
- COC(=O)c1ccc(/C=C/c2ccc3cccc(OC)c3n2)cc1
→ i	i
- O=C(COc1ccc(Cl)cc1)N1CCN(Cc2ccc3c(c2)OCO3)CC1
→ i	i
- COc1ccc(C(=O)NC2CCCc3ccccc32)cc1S(=O)(=O)N1CCOCC1 (stereo not given)
→ i	i
- CC(Nc1ccccc1)C(=O)Nc1ccc(F)cc1 (stereo not given)
→ i	i
- O=C(COC(=O)/C=C/c1ccccc1)Nc1ccc(Cl)cn1
→ i	i
- COc1ccc(N2C(=O)CC(S/C(N)=N/N=C/c3ccnc4ccccc34)C2=O)cc1 (stereo not given)
→ i	i
- CCNC(=S)N1N=C2c3ccccc3CCC2C1c1ccc(F)cc1 (stereo not given)
→ i	i
- Cc1ccc2c(CN3CCN(Cc4ccc5c(c4)OCO5)CC3)cc(=O)oc2c1C
→ i	i
- C=CCn1c(Sc2ncc([N+](=O)[O-])s2)n[nH]c1=O
→ i	i
- CCOC(=O)N1CCN(S(=O)(=O)c2ccc3c(c2)oc(=O)n3C)CC1
→ i	i
- O=C(c1ccccc1)N1CCN(C(=O)c2ccc3c(c2)OCCO3)CC1
→ i	i
- S=c1[nH]nc(Nc2ccccc2Cl)s1
→ i	i
- O=C(CCn1c(=O)c2ccccc2n(Cc2cc(=O)n3ccccc3n2)c1=O)NCc1ccco1
→ i	i
- CSc1c(CC(=O)Nc2ccccc2Cl)n(Cc2ccccc2)c2ccccc12
→ i	i

(next part)
Values in the order – CHT allo act	CHT inh
- CC(C)C(C(=O)NC(C)(C)C)N1C(=O)c2ccccc2C1=O (stereo not given)
→ i	i
- Cc1cccc(N2CCN(C(C)C(=O)N3CCc4ccccc43)CC2)c1C (stereo not given)
→ i	i
- C=C1C[C@H]2[C@@H]3C=C(C)C4=CC(=O)CC[C@]4(C)[C@H]3CC[C@]2(C)[C@@]1(OC(C)=O)C(C)=O
→ i	i
- CCOC(=O)c1cccc(NC(=O)CSc2nnc(-c3cccnc3)n2CC)c1
→ i	i
- Clc1ccccc1COc1ccc(/C=N/n2cnnc2)cc1
→ i	i
- CC(C)CCNC(=O)c1onc(CSc2nc3ccccc3[nH]2)c1C(=O)NCCC(C)C
→ i	i
- O=C(Nc1cccc(-c2cn3cccnc3n2)c1)c1ccc(Br)o1
→ i	i
- COc1ccc(C2=NS(=O)(=O)N(C)C(C(=O)NC(C)c3ccccc3)=C2)cc1 (stereo not given)
→ i	i
- Cc1cc(C)nc(NS(=O)(=O)c2ccc(NC(=O)Cc3ccccc3)cc2)n1
→ i	i
- Oc1ccc(N=Nc2c(O)ccc3ccccc23)cc1
→ i	i
- CC1(C)CC[C@]2(C(=O)O)CC[C@]3(C)C(=CCC4[C@@]5(C)CC[C@H](O)C(C)(C)C5CC[C@]43C)C2C1 (stereo not given in full)
→ i	i
- O=C(O)c1cccc(CN2C(=O)CSC2=O)c1
→ i	i
- Cc1cc(C)nc(SCC(=O)Nc2ccnc3ccccc23)n1
→ i	i
- CSc1ccc(C(=O)C2CCCN(C(=O)CCn3cncn3)C2)cc1 (stereo not given)
→ i	i
- CCC(c1nnnn1CCOC)N1CCN(Cc2ccccc2)CC1 (stereo not given)
→ i	i
- COc1ccc(C(=O)c2ccc(Br)cc2)c2ccccc12
→ i	i
- Cc1ccc(OCCC(=O)OCC(=O)N2CCN(S(=O)(=O)c3ccc(C)cc3C)CC2)cc1
→ i	i
- COc1ccc(N2CCN(CCNC(=O)CCC(=O)NNc3nc4ccccc4c4nc(C)nn34)CC2)cc1
→ i	i
- OC(C#Cc1ccccn1)c1cccs1 (stereo not given)
→ i	i
- CCOc1cc(C)c(C(C)C)cc1S(=O)(=O)n1cnc(C)c1
→ i	i
- Cc1ccc2c(c1)N(C(=O)CCC(=O)N1CCN(c3cccc(C)c3C)CC1)CCO2
→ i	i
- Cn1cnnc1SC/C(O)=C(\C#N)c1nc2ccccc2[nH]1
→ i	i
- COc1cc(C(=O)OC2CSCC2NC(=O)c2ccccc2)cc(OC)c1OC (stereo not given)
→ i	i
- C=CCOc1ccc(CN(C)CC(=O)N(CC(C)C)c2c(N)n(CC(C)C)c(=O)[nH]c2=O)cc1
→ i	i
- O=c1oc2c(CN3CCOCC3)c(O)ccc2c2ccccc12
→ i	i
- Cc1ccc(S(=O)(=O)NCc2nc(-c3ccccc3)no2)cc1
→ i	i
- FC(F)Sc1ccc(N=C2NN=C(c3ccc4c(c3)OCCO4)CS2)cc1
→ i	i
- N#Cc1ccc[n+](CC(=O)c2ccc(NC(=O)c3ccccc3)cc2)c1
→ i	i
- O=C(O)c1cccc(S(=O)(=O)N(Cc2ccccc2)c2ccc(Cl)cc2)c1
→ i	i
- COc1ccc(N(CC(=O)NCc2cccc(OC)c2)S(=O)(=O)c2c(C)noc2C)cc1
→ i	i

Additional compounds follow:
Values in the order – CHT allo act	CHT inh
- COc1cccc(N(CC(=O)Nc2cccnc2)S(C)(=O)=O)c1
→ i	i
- COc1ccc(NC(=O)N2CCCCCC2)cc1
→ i	i
- Cc1cccc(C(=O)NNC(=O)CN2C(=O)c3ccccc3C2=O)c1
→ i	i
- Cc1nnc(NC(=O)c2sc3ccccc3c2Cl)s1
→ i	i
- Cc1cccc(-n2c(-c3ccncc3)n[nH]c2=S)c1C
→ i	i
- COc1ccc(-c2nc(CS(=O)CC(=O)NCc3ccc(F)cc3)c(C)o2)cc1 (stereo not given)
→ i	i
- CSc1ccc(/C=C/C(=O)OCC(=O)N(C)CCC#N)cc1
→ i	i
- c1ccc(N2CCOCCOCCOCCOCCOCC2)cc1
→ i	i
- Oc1ccccc1/C=N/Nc1ccnc(SCc2ccccc2)n1
→ i	i
- CCCCn1c(N)c(N(CCOC)C(=O)COC(=O)CCOc2ccccc2C)c(=O)[nH]c1=O
→ i	i
- CCc1ccc(OCc2nnc(NC(=O)c3cccs3)s2)cc1
→ i	i
- Cc1nc(NS(=O)(=O)c2ccccc2C)c2c3c(sc2n1)CCC3
→ i	i
- O=C(COC(=O)C1CC2C=CC1C2)Nc1ccccc1F (stereo not given)
→ i	i
- Cc1cccc(NS(=O)(=O)c2ccc(C)c(C(N)=O)c2)c1
→ i	i
- CN(C(=O)CC(NC(=O)c1ccccc1Cl)c1ccccc1)c1ccccc1 (stereo not given)
→ i	i
- CCCOc1ccc(-c2nc(N3CCN(C)CC3)c3ccccc3n2)cc1
→ i	i
- Cc1ccc(CN2CCN(Cc3cnc(N(C)C)s3)CC2CCO)o1 (stereo not given)
→ i	i
- COc1ccc(OC)c(C(c2nnnn2CC2CCCO2)N2CCN(C)CC2)c1 (stereo not given)
→ i	i
- COc1cc(/C=C2\SC(=N)N(c3ccc4c(c3)OCO4)C2=O)cc(OC)c1O
→ i	i
- CC(OC(=O)c1ccccc1NS(=O)(=O)c1cccc(N)c1)C(=O)N(C)Cc1ccccc1 (stereo not given)
→ i	i
- COc1ccccc1N(C(=O)c1snc(C(N)=O)c1N)C(C(=O)NCCC(C)C)c1ccco1 (stereo not given)
→ i	i
- Cc1cc(C)cc(NS(=O)(=O)c2ccc(Oc3ncc(C(F)(F)F)cc3Cl)cc2)c1
→ i	i
- O=C(NCc1ccc2c(c1)OCO2)C1CC(=O)N(CCc2ccc(Cl)cc2)C1 (stereo not given)
→ i	i
- COc1ccc(-c2c[n+]3c(n2-c2ccccc2)SCC3)cc1OC
→ i	i
- CCOC(=O)N1CCN(C(=O)CSc2ccc(-c3ccncc3)nn2)CC1
→ i	i
- CN(C1CC(C)(C)NC(C)(C)C1)S(=O)(=O)CC12CCC(CC1=O)C2(C)C (stereo not given)
→ i	i
- Cc1c(-c2ccc(OCc3ccccc3)cc2)nc2ccccc2c1C(=O)O
→ i	i
- Cc1ccc(N2C(=O)CSCC2=O)cc1
→ i	i
- COc1cccc(NC(=S)N(CCCN2CCCC2)Cc2ccco2)c1
→ i	i
- COC(=O)c1[nH]c2c(c1C)C(=O)CC(c1ccc(OC)cc1)C2 (stereo not given)
→ i	i

(more compounds)
Values in the order – CHT allo act	CHT inh
- CCCCCC(C(=O)O)C(C)CC(=O)NC1CCCCC1 (stereo not given)
→ i	i
- CCN(CC1COc2ccccc2O1)C(=S)NC1CC2CCC1C2 (stereo not given)
→ i	i
- CCOC(=O)c1c(N2C(=O)Nc3ccccc3N2O)sc2c1CCCCC2
→ i	i
- CN(C)CCOC1c2ccccc2C=Cc2ccccc21
→ i	i
- COCC(=O)NCCc1nc(-c2ccccc2)cs1
→ i	i
- CC(=O)Nc1nc(-c2ccc3c(c2)CCO3)cs1
→ i	i
- CCOc1ccc(/C=N/NC(=O)c2c(-c3ccccc3)noc2C)cc1
→ i	i
- CCOC(=O)c1ccc(N2CCOCC2)c(NC(=O)COCC(=O)O)c1
→ i	i
- COc1cccc(CNC(=O)CN2C(=O)CSc3ccc(S(=O)(=O)N4CCCCC4)cc32)c1
→ i	i
- COc1ccc(OC)c(-c2nn(-c3ccccc3)cc2C(=O)NCC2CCCO2)c1 (stereo not given)
→ i	i
- CN(Cc1nccn1C)C(=O)CCc1nnc(CCC2CCCCC2)o1
→ i	i
- Cc1[nH]c(=O)[nH]c(=O)c1S(=O)(=O)N1CCCC(C(=O)NCc2ccccc2Cl)C1 (stereo not given)
→ i	i
- CCOc1ccc(-n2c(=S)sc3c(=O)n(-c4ccc(F)cc4)c(SCC(=O)O)nc32)cc1
→ i	i
- Cc1ccccc1NCC(=O)N/N=C\c1ccc([N+](=O)[O-])s1
→ i	i
- CCN1/C(=C/C=C/c2oc3ccc4ccccc4c3[n+]2CC)Oc2ccc3ccccc3c21
→ i	i
- Cc1cc2ccccc2n2c(SCC(=O)Nc3ccc(S(=O)(=O)N4CCCCC4)cc3)nnc12
→ i	i
- CC(C)(C)NC(=O)c1nn(Cc2ccccc2)c(=O)c2ccccc12
→ i	i
- C#CCN(N(C)c1ncc(C(F)(F)F)cc1Cl)S(=O)(=O)c1ccc2ccccc2c1
→ i	i
- CCOc1ccc(C(=O)N(Cc2ccc(OC)cc2)Cc2cc3cc(OC)ccc3[nH]c2=O)cc1
→ i	i
- CSc1ccc(C2CC(=O)Nc3c2c(=O)n(C)c(=O)n3C)cc1 (stereo not given)
→ i	i
- O=C(Cn1nc(Cc2cccnc2)c2ccccc2c1=O)Nc1ccc2c(c1)OCO2
→ i	i
- CCn1cc(/C=C/C(=O)NCc2c(C)nn(C)c2C)cn1
→ i	i
- COc1ccc(C2=NCCNC(C(F)(F)F)=C2)cc1
→ i	i
- COc1ccc(/C=N/NC(=O)Cc2ccc(Cl)cc2)cc1OC
→ i	i
- CCOC(=O)Cc1nnc(NC(=O)CSc2nnc3c4ccccc4n(C)c3n2)s1
→ i	i
- O=C(COc1ccc(F)cc1)NNC(=O)c1cc2ccccc2oc1=O
→ i	i
- Cc1ccccc1C(=O)Nc1ccccc1C(=O)NCc1ccccc1
→ i	i
- Cc1ccc(S(=O)(=O)CCc2nc3ccccc3[nH]2)cc1C
→ i	i
- Cc1nc2ccccc2nc1Nc1cccc(Cl)c1
→ i	i
- CCOC(=O)NC(=O)c1cn(Nc2ccccc2)c(=O)[nH]c1=O
→ i	i

A second format for some results above.
| SMILES | CHT allo act | CHT inh |
| --- | --- | --- |
| CC(C)(C)NC(=O)c1nn(Cc2ccccc2)c(=O)c2ccccc12 | i | i |
| C#CCN(N(C)c1ncc(C(F)(F)F)cc1Cl)S(=O)(=O)c1ccc2ccccc2c1 | i | i |
| CCOc1ccc(C(=O)N(Cc2ccc(OC)cc2)Cc2cc3cc(OC)ccc3[nH]c2=O)cc1 | i | i |

Other results
Values in the order – CHT allo act	CHT inh
- CC1CCN(C(=O)CSC2=NS(=O)(=O)c3cc(F)ccc3N2)CC1
→ i	i
- Cc1cc(C)c(NS(=O)(=O)c2ccc(NC(=O)/C=C/C(=O)O)cc2)c(C)c1
→ i	i
- Cn1c(CNC(=O)C(Cc2ccccc2)NC(=O)c2ccccc2F)cc(=O)n(C)c1=O (stereo not given)
→ i	i
- COC(=O)c1cc(Cl)c(NS(=O)(=O)c2ccccc2)cc1OC
→ i	i
- CCOC(=O)C1CCCN(c2ncnc3c2cnn3-c2cccc(C)c2)C1 (stereo not given)
→ i	i

Two of the compounds above, as labelled records:
Compound: CC1CCN(C(=O)CSC2=NS(=O)(=O)c3cc(F)ccc3N2)CC1
  CHT allo act = i	CHT inh = i
Compound: COC(=O)c1cc(Cl)c(NS(=O)(=O)c2ccccc2)cc1OC
  CHT allo act = i	CHT inh = i

Compound activity (PubChem)
